Bioassay records deposited in PubChem by several laboratories.
dFosB act: activators of delta FosB homodimer, primary screen, biochemical, fluorescence polarization, TAMRA-CDK5 oligo, single point | Protein FosB (Mus musculus), P13346 | purified delta FosB; percent of positive-control signal above neutral wells | activation, % at 25 µM | 0.99% of 340,000 active;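 active means mean activation above about 17%, with every replicate also reaching it, limit read from the data, passing the limit was not always enough; inconclusive means only one of the two conditions met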;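 further: fluorescence polarization rise as delta FosB binds a TAMRA Cdk5 AP-1 oligo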
Target sequence (P13346 whole entry, looked up): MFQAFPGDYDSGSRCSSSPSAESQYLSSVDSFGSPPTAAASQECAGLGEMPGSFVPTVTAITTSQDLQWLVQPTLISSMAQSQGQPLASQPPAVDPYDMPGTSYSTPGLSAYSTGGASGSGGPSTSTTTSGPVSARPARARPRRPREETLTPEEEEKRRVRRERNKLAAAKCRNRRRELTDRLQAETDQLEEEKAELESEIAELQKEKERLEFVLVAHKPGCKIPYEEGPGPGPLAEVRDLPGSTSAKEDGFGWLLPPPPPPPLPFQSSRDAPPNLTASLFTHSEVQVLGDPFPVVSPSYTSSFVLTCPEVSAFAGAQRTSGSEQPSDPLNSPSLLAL
PvdQ inh: P. aeruginosa PvdQ acylase inhibitors, primary screen, biochemical, fluorescence, plate reader and imaging, single point; PvdQ acylase [Pseudomonas aeruginosa LESB58]; purified PvdQ acylase; inhibition, % at 10 µM; 0.063% of 340,000 active; AID 488965, 2010; in the data active means inhibition above about 30%, passing the limit was not always enough; inconclusive means no clear call, values can overlap the other calls;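 further: 0% = vehicle neutral wells and 100% = reference inhibitor wells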
Mot1-301 SUMO: yeast Mot1-301 growth rescue at high temperature, primary screen, SUMOylation pathway inhibitor project, S. cerevisiae, ATP luminescence, 38.5C. AID 2716, 2010. 1% of 320,000 active. growth rescue, % at 18.8 µM. S. cerevisiae Mot1-301 growth rescue; percent above DMSO median, 100 means doubled;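 active means every valid replicate shows activation above 250% relative to neutral control wells; inactive means the rest, any valid replicate at or below 250%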;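 further: OY570 slx delta 5 strain wells were the positive control but not used for scaling; some compounds called inactive have numbers as strong as hits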
cardiac RTF act: cardiac RTF calcium sensitivity activators, primary screen, biochemical, IANBD-TnC fluorescence, EC20 calcium. Troponin I, cardiac muscle (Homo sapiens) + Troponin T, cardiac muscle (Homo sapiens) + …. IANBD-labeled TnC RTF fluorescence at EC20 calcium; 0% EC20 calcium, 100% full calcium. activation, % at 7.2 µM. 0.24% of 340,000 active. AID 493008, 2010;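 active means activation above the mean over all tested compounds plus 3 SD, cut at about 30% in these data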;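 further: rise in fluorescence read as greater calcium sensitivity of cardiac thin filaments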
Keap1-Nrf2 PPI: Keap1-Nrf2 protein-protein interaction inhibitors, primary screen, biochemical, fluorescence polarization, single point | Keap1 Kelch-Nrf2 peptide fluorescence polarization, 1536-well | Kelch-like ECH-associated protein 1 (Homo sapiens), Q14145 | 0.15% of 340,000 active | inhibition, % at 9.4 µM; in the data active means inhibition above about 12%; inconclusive means no clear call, values can overlap the other calls; inactive means below about 7.3%;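 further: human Keap1 Kelch domain with fluorescein labeled Nrf2 9mer peptide probe; 0% = neutral control wells and 100% = peptide positive control; higher means more block of Keap1 binding to Nrf2 peptide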
CDK5 inh: inhibitors of human CDK5/p35 kinase, primary screen, biochemical, single concentration; Cyclin-dependent kinase 5 (Homo sapiens) + Cyclin-dependent kinase 5 activator 1 (Homo …; 0.01% of 330,000 active; AID 488839, 2010; inhibition, % at 10 µM; Recombinant CDK5/p35, ADP-Glo luminescence, 60 min;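 active means highest replicate inhibition of at least 50% and at least 75% of replicates reaching 50%; inconclusive means only one of the two criteria met; inactive means both criteria failed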;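 further: plate controls were DMSO neutral control for no effect and GW8510 at 10 µM for full effect; many of its hits are not listed in these tables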
RTF Ca sens inh: cardiac RTF calcium sensitivity inhibitors, primary screen, biochemical, IANBD-TnC fluorescence, EC70 calcium; Troponin I, cardiac muscle (Homo sapiens) + Troponin T, cardiac muscle (Homo sapiens) + …; IANBD-labeled cardiac RTF, Ca2+ fluorescence; inhibition, % at 7.15 µM; 0.12% of 340,000 active; AID 493244, 2011;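 active means inhibition above the mean inhibition of all tested compounds plus 3 SD, cut at about 17% in these data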;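 further: assay run at fixed EC70 calcium of 1.6 mM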
Rtt109 Vps75: inhibitors of C. albicans Rtt109/Vps75 HAT, primary screen, biochemical, ThioGlo CoA-SH fluorescence, plate reader | Histone acetyltransferase RTT109 (Candida albicans (strain SC5314 / ATCC MYA-2876)), … | purified Rtt109/Vps75, 4 h | inhibition, % at 34.9 µM | 0.16% of 330,000 active;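 active means inhibition of at least 50% in every replicate; inconclusive means best replicate reaches 50% inhibition but some replicates fall short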
Target sequence (Q5AAJ8 whole entry, looked up): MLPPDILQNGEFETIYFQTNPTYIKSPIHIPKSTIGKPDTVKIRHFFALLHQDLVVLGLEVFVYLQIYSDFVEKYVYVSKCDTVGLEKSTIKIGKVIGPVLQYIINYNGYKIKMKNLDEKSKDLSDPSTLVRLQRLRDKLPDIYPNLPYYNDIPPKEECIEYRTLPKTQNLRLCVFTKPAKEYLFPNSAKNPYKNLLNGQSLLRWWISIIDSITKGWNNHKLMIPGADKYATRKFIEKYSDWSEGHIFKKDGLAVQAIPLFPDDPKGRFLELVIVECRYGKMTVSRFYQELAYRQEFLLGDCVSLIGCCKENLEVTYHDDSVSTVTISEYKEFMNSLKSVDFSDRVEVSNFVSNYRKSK
NSD2 inh: NSD2 histone methyltransferase inhibitors, primary screen, biochemical, AlphaScreen, single concentration, set 2; NSD2 peptide methylation, 120 min; inhibition, % at 12.5 µM; 0.54% of 310,000 active; AID 743445, 2014; in the data active means inhibition above about 50%
PfHsp90 set2: growth inhibition of PfHsp90-expressing yeast, primary screen, antimalarial PfHsp90 inhibitor project, S. cerevisiae, BacTiter-Glo luminescence, single point, set 2. BacTiter-Glo ATP, 48 h; yeast lacking PDR1 and PDR3 efflux regulators. inhibition, % at 9.4 µM. 0.32% of 310,000 active. AID 504621, 2011;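 active means every replicate shows inhibition above about 80%, whatever the replicate mean, limit read from the data; inconclusive means mean inhibition reaches the set limit but some replicate falls short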;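 further: 0% = DMSO neutral controls and 100% = 20 µM radicicol positive controls; yeast relying on Plasmodium falciparum Hsp90 in place of its own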
C-LANA FP: inhibitors of KSHV C-LANA binding to DNA, primary screen, biochemical, fluorescence polarization, FAM-LBS DNA, MBP-C-LANA, single point; inhibition, % at 9 µM; Kaposi's sarcoma herpesvirus LANA C-terminal domain (residues 932-1162) DNA binding; 0.078% of 340,000 active;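 active means highest replicate inhibition at or above 60% at 9 µM, even if other replicates fall short; inactive means all replicates below 60% inhibition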;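 further: 0% = neutral control wells and 100% = 4 µM acridine orange control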
The depositor's hits bear a star; u = inconclusive; x = not tested or not shown. Compounds were not picked by outcome; about 3.2% have a hit in one of these screens.

SMILES	dFosB act	PvdQ inh	Mot1-301 SUMO	cardiac RTF act	Keap1-Nrf2 PPI	CDK5 inh	RTF Ca sens inh	Rtt109 Vps75	NSD2 inh	PfHsp90 set2	C-LANA FP
CC1CCN(c2ccc(C(=O)NCc3ccc4c(c3)OCO4)cc2[N+](=O)[O-])CC1	-2.0	-11.1	4.6	-2.9	-6.3	-0.9	-0.1	1.8	0.9	6.3	1.6
CC(C)(C)NS(=O)(=O)c1cc(C(=O)O)ccc1Cl	-10.1	-3.7	-11.6	-4.3	1.0	-0.7	-9.5	-0.9	-4.7	14.6	2.4
O=C1CC(c2ccc(S(=O)(=O)NC3CC3)cc2)CN1 (stereo not given)	5.0	-1.3	51.6	6.0	-1.4	-1.3	-1.8	-5.2	x	10.9	0.1
N#CCSc1ccccc1NC(=O)COc1ccc(-c2nnco2)cc1	-17.3	-13.7	x	7.2	-15.4	-2.3	-26.6	2.8	0.0	3.8	1.8
CC(C)CCN(C(=O)C1=COCCO1)c1c(N)n(Cc2ccccc2)c(=O)[nH]c1=O	-5.6	9.0	-12.4	-3.5	0.4	-1.2	-8.6	17.0	4.4	x	-0.3
Nc1nonc1-n1nnc(C(=O)N/N=C/c2ccccn2)c1CNc1ccccc1	-7.6	-6.3	-10.1	-2.8	2.1	-0.4	-6.9	11.7	0.2	7.8	-2.6
COc1ccc2c(c1)OC[C@H]1[C@H]2N2C(=O)CN(Cc3ccco3)C(=O)[C@@]2(C)[C@H]1c1ccccc1	2.0	0.0	-9.7	12.5	-9.3	-0.7	-1.6	3.5	x	9.0	1.2
NC(=O)c1c(NC(=O)c2ccccc2Cl)sc2c1CCC2	-9.7	-7.4	10.1	3.5	-2.4	-1.2	-1.5	1.3	2.0	-12.6	5.0
COc1ccc(Cl)cc1CC=NNC(=O)c1ccncc1	-12.5	-13.2	x	-3.3	-3.5	0.7	-12.1	0.9	-1.2	-25.7	2.4
CCN1CCN(Cc2nc3c(c(=O)n(C)c(=O)n3C)n2CCc2ccccc2)CC1	-0.1	-15.0	x	-7.1	-6.0	-1.7	-1.1	-9.0	x	-17.2	-1.8
CCOC(=O)c1c(C)nc2sc3c(=O)n(-c4ccc(OC)cc4)nnc3c2c1-c1ccc(OC)cc1	-1.9	-6.9	-4.1	4.4	-0.7	-0.1	-4.1	16.0	-2.9	-25.4	-0.8
O=C(NCCCNC(=O)c1ccco1)c1ccco1	7.2	-1.6	5.7	5.0	4.2	-0.8	-2.5	-2.5	-1.0	-1.4	2.0
O=C(NNC(=S)NC(=O)c1cn(-c2ccccc2)nc1-c1ccccc1)c1ccncc1	-7.8	-7.0	-4.0	1.9	0.9	-0.6	-10.1	20.3	36.3	-80.5	1.1
N#CCCN(C(=O)COC(=O)CCC(=O)c1cccs1)c1ccccc1	-4.1	-15.6	-9.6	-5.3	-4.2	-0.7	-5.7	1.2	-3.0	-3.3	0.5
CCOC(=O)c1ccc(S(=O)(=O)N2CCC(C(=O)Nc3nnc(C)o3)CC2)cc1	3.2	-4.4	x	0.9	-1.6	-2.0	-1.1	-4.0	-1.2	-1.9	0.5
CCC(=O)N1CCCc2cc(S(=O)(=O)CCC(=O)Nc3ccccc3C)ccc21	2.2	22.0	6.1	-1.1	0.0	-0.7	-4.5	-6.0	-2.4	-0.8	-0.7
Cc1nnc(SCC(=O)Nc2ncc3c(n2)CC(c2ccccc2)CC3=O)s1 (stereo not given)	-11.5	11.6	-13.7	-1.0	-3.8	1.0	3.7	2.6	0.9	x	2.4
O=C(c1ccc(Cl)cc1Cl)N1CCN(c2ccc(N3CCOCC3)nn2)CC1	-1.4	-18.3	-2.5	5.2	-3.0	2.4	-4.8	1.3	-0.6	30.9	0.8
O=C(c1cccc(Cl)c1)N1CCC2(CC1)NCCc1[nH]cnc12	4.5	5.1	-23.1	0.6	-3.3	2.0	-8.6	11.6	7.1	1.0	-0.2
O=C(OCc1ccc(Br)cc1F)c1cc2ccccc2oc1=O	-5.2	3.4	-10.7	-5.5	1.9	-1.5	6.7	6.4	-3.3	14.8	0.9
O=C(c1ccco1)N1CCN(C(=O)c2cnn3c2NC(c2cccs2)CC3C(F)(F)F)CC1 (stereo not given)	-9.0	2.2	-11.8	0.5	-2.8	2.4	-5.2	3.0	-4.4	1.5	-1.3
CCCCNC(=O)c1onc(CSc2cccc(C)c2)c1C(=O)O	5.0	-0.7	7.5	-4.8	2.6	-1.3	-7.5	-8.8	x	-4.1	1.0
CCOC(=O)N1CCC(NC(=O)CSc2cc(=O)n(CC)c3ccccc23)CC1	-9.1	-13.4	-5.7	3.6	-2.1	-2.2	-8.9	-1.3	1.1	-26.6	2.2
COc1cccc(C(=O)CSc2nnc(CNS(C)(=O)=O)n2-c2ccc(C)cc2)c1	-2.2	6.9	x	-3.4	1.9	0.7	-8.8	-5.5	25.6	-3.2	-1.6
O=C(CSCc1ccc(Cl)cc1)N/N=C/c1ccccc1	1.6	-16.4	7.2	6.4	-5.6	1.0	-8.4	4.6	-1.3	7.3	1.2

In the list so far, 2 contain a COOH group:
SMILES	dFosB act	PvdQ inh	Mot1-301 SUMO	cardiac RTF act	Keap1-Nrf2 PPI	CDK5 inh	RTF Ca sens inh	Rtt109 Vps75	NSD2 inh	PfHsp90 set2	C-LANA FP
CC(C)(C)NS(=O)(=O)c1cc(C(=O)O)ccc1Cl	-10.1	-3.7	-11.6	-4.3	1.0	-0.7	-9.5	-0.9	-4.7	14.6	2.4
CCCCNC(=O)c1onc(CSc2cccc(C)c2)c1C(=O)O	5.0	-0.7	7.5	-4.8	2.6	-1.3	-7.5	-8.8	x	-4.1	1.0

The list continues.
SMILES	dFosB act	PvdQ inh	Mot1-301 SUMO	cardiac RTF act	Keap1-Nrf2 PPI	CDK5 inh	RTF Ca sens inh	Rtt109 Vps75	NSD2 inh	PfHsp90 set2	C-LANA FP
COC(=O)c1ccc(CNC(=O)COC(=O)CCC2CCCC2)cc1	-2.7	1.8	19.5	-0.9	-2.4	0.1	0.8	-6.4	-0.3	18.1	0.3
CC(=O)c1ccc(NC(=O)C(C)OC(=O)C2CC(=O)N(c3ccc4c(c3)OCCO4)C2)cc1 (stereo not given)	-6.7	-4.0	-3.7	0.2	2.9	1.2	1.0	3.1	-1.2	8.4	-2.5
CC(C)(C)c1ccc(OCCCC(=O)Nc2cccc(S(=O)(=O)N3CCOCC3)c2)cc1	-1.8	-6.7	x	-15.7	-3.9	0.6	8.2	0.2	2.1	-3.1	-1.7
CCN(CC)CCn1c(=N)n(CC(O)c2ccc(OC)c(OC)c2)c2ccccc21 (stereo not given)	-2.3	2.7	6.6	0.5	-1.1	-0.3	-8.4	x	-1.1	-4.4	-1.6
C=CCn1c2ccccc2c2nnc(SCc3[nH]c(=O)[nH]c3C(=O)CCCCC(=O)OCC)nc21	-0.5	-4.4	7.1	1.1	-3.8	-4.2	-7.8	9.3	12.6	x	-1.6
COc1cc(NC(=O)C2CC(=O)N(Cc3ccco3)C2)c(OC)cc1Cl (stereo not given)	-2.5	-9.2	9.7	-2.5	-3.4	-0.6	-4.1	8.8	1.0	20.4	-1.7
O=C1c2ccccc2C(=O)N1SC1CCCCC1	-8.3	-11.5	172.9	4.2	-30.4	3.1	2.3	3.5	-0.8	105.8*	3.1
CCSc1ccc(-c2nn(-c3ccccc3)cc2/C=C(/C#N)C(=O)NCCCOC)cc1	-6.8	-8.1	-7.6	-7.6	-4.7	0.3	-3.9	-8.1	-1.2	-13.2	4.1
CC(C)N1CCC2(CC1)N=C(c1ccc3c(c1)OCO3)CC(c1cc(Cl)ccc1O)N2 (stereo not given)	8.7	-7.2	790.7	-9.5	-0.8	0.7	3.4	u	x	120.5*	-1.5
CCCCN(C(=O)CCC(=O)Nc1cc(C)on1)C(C(=O)NC(C)(C)CC)c1cccc(OC)c1OC (stereo not given)	-8.2	3.7	-11.1	7.6	2.6	-0.8	4.2	13.5	-4.5	-7.6	-2.7
CCOc1ccc(NC(=S)N2CCC(NC(=O)C3CCCCC3)CC2)cc1	-0.4	-1.2	139.8	-4.0	0.0	1.0	-1.1	3.2	57.1*	7.8	0.5
COc1ccccc1C(c1nnnn1CCc1ccccc1)N1CCN(c2ccccc2)CC1 (stereo not given)	-9.2	-9.9	-0.2	3.7	-6.1	1.9	-5.4	2.5	0.7	-54.2	0.5
O=C(Cn1c(NCCCO)nc2ccccc21)c1cccc(Br)c1	0.6	-12.6	x	8.2	-4.1	-1.3	-2.1	-3.6	2.2	33.6	-0.7
Cn1c(CSCCOc2ccccc2)n[nH]c1=S	1.2	-16.5	-6.2	0.4	-0.7	0.9	0.9	-0.4	-0.7	0.2	-2.2
O=C(Nc1nnc(-c2cccnc2)s1)c1cccs1	-9.9	-20.8	-17.3	-0.2	-4.9	-6.6	-2.1	-3.1	-1.4	17.1	-2.0
CCOC(=O)C1(Cc2cccc(Cl)c2)CCCN(C(=O)c2cc(C(C)C)nn2C)C1 (stereo not given)	-5.1	8.6	-3.5	-4.5	-6.1	-1.9	-2.9	u	-0.8	-0.9	-0.8
O=C(NC1CC1)C1CCN(C2CCN(C(=O)CCOc3ccccc3)CC2)CC1	3.8	7.6	-6.0	-5.2	1.1	0.9	-1.8	11.1	2.1	10.5	-0.3
COc1ccc(CNC(=O)CN(c2ccc(C)cc2)S(=O)(=O)c2c(C)noc2C)cc1	-0.3	-7.9	21.7	-5.9	-3.8	-0.7	6.2	-5.7	63.3*	8.7	0.6
CCN1CCN(CC(O)COCC2COc3ccccc3O2)CC1 (stereo not given)	-1.4	-12.3	-2.8	1.8	-3.5	-1.5	1.4	-4.7	5.6	-37.2	1.3
CCc1ccc(OCCNC(=O)c2ccccc2SCc2ccc(F)cc2)cc1	3.0	-10.7	x	-0.3	3.6	1.7	-3.5	-4.5	-0.2	4.5	-0.7
